HP1b binding inh: blocks HP1-beta chromodomain binding to methylated histone tails; P83916; AlphaScreen HP1-beta / biotin-H3K9me3 peptide binding; Potency, µM (doses to about 114 µM), for the others: at the highest dose activity change, negative = inhibition, actives largely listed as inhibitors; hit rate 0.56% among 390,000; note: potency is the fitted concentration of half-maximal effect; nearly all actives have a fitted effect of over 70% in size; inactives centre near 23
Target sequence (P83916 whole entry, looked up): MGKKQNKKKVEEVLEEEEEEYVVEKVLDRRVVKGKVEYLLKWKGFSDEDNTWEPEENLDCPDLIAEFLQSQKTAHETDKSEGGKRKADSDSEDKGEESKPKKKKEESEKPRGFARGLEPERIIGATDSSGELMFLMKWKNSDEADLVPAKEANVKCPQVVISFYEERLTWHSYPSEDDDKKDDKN
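Compound inhibition of the preformed complex between 50 nM HP1-beta and 50 nM biotinylated H3K9me3 peptide was read by AlphaScreen. Buffer was PBS pH 7.4 with 0.01% Tween-20. Incubations ran 30 min at room temperature, with 10 ug/mL donor/acceptor beads.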
TrxR1 substrate: is turned over as a substrate by rat TrxR1; purified TrxR1 substrate turnover, NADPH consumption readout; AID 588456; hit rate 0.01% among 390,000; O89049; Potency, µM (titrated, usually from 114 µM), inactives show at the top dose activity change, negative = substrate turnover; note: potency is the fitted concentration of half-maximal effect; % is set by controls: 0 for no effect and ±100 for the full control effect; nearly all actives have a fitted effect of over 50% in size
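Rat TrxR1, dispensed at 90 nM, was prereduced with 400 uM NADPH (final) for 5 min at ~22 deg C, then incubated with compound 15 min before 400 uM selenite. A first-read NADPH fluorescence drop versus no-compound background flagged substrates.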
Pin1 inh: blocks the human prolyl isomerase Pin1 | Q13526 | Pin1 FP peptide displacement, HiFluor488, 10 min | Potency, µM (highest dose often 115 µM), for inactives: at the highest dose activity, negative = inhibition, most hits filed as inhibitors | hit rate 0.009% among 390,000 | AID 504891; active = well fitted inhibition curve with a large enough effect in the polarisation, with a control signal flat, not every such curve was filed as active; inconclusive = small, poorly fitted or top-dose-only effect, or effect the other way, or a change in a side signal; inactive = no such curve, though single readings can be large or run the other way; the % refers to the polarisation; note: potency is the fitted concentration of half-maximal effect; % is set by controls: 0 for no effect and ±100 for the full control effect
USP1 inh: USP1/UAF1 (human) deubiquitinase inhibition; O94782; recombinant USP1/UAF1, Ub-Rhodamine cleavage fluorescence; Potency, µM (highest dose often 57.1 µM), without a hit: at the highest dose activity change, negative = inhibition, usual class: inhibitors; hit rate 0.23% among 390,000; AID 743255; note: potency is the fitted concentration of half-maximal effect; % is set by controls: 0 for no effect and ±100 for the full control effect; nearly all actives have a fitted effect of over 60% in size; inactives centre near -12
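High-throughput fluorogenic screen: 1nM USP1/UAF1 complex, Ub-Rho substrate 150nM final, 50mM HEPES pH 7.8 with 0.5mM EDTA, 0.1 mg/ml BSA, 1mM TCEP and 0.01% Tween-20.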
Tb PGK inh: T. brucei PGK inhibition; P07378; PGK/GAPDH coupled, Kinase-Glo luminescence, 60 min; Potency, µM (top dose mostly 57.5 µM), for inactives: at the top dose activity change, negative = inhibition, hits mostly inhibitors; hit rate 0.043% among 380,000; note: potency is the fitted concentration of half-maximal effect; % is set by controls: 0 for no effect and ±100 for the full control effect; nearly all actives have a fitted effect of over 60% in size
Target sequence (P07378 whole entry, looked up): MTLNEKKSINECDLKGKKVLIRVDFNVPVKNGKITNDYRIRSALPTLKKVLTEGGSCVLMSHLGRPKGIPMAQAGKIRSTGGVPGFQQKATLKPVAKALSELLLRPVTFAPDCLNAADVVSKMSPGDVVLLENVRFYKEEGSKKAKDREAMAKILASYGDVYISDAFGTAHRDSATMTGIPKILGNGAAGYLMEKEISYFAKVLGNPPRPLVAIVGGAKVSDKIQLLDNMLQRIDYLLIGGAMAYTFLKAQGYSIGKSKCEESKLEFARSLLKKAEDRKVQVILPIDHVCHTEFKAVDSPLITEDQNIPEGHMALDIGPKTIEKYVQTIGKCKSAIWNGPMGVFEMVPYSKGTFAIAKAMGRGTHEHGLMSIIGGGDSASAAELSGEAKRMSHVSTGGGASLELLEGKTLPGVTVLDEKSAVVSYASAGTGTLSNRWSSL
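Luminescent ATP detection (Kinase-Glo Plus) follows a 60-minute room-temperature incubation, with wells lacking PGK as controls. Buffer: 100 mM TEA (pH 7.6), 5 mM MgCl2, 0.01% Tween-20. Coupling enzyme GAPDH (100 nM final) supplies unstable 1,3-BPG in-well.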
mIDH1 inhibitor: blocks human mutant IDH1 R132H enzyme | O75874 | IDH1-R132H enzyme, NADPH consumption, diaphorase/resazurin fluorescence | Potency, µM (top dose mostly 76.6 µM), for the others: at the top dose activity change, negative = inhibition, hits mostly inhibitors | hit rate 0.093% among 390,000 | AID 602179; note: potency is the fitted concentration of half-maximal effect; % is set by controls: 0 for no effect and ±100 for the full control effect; nearly all actives have a fitted effect of over 65% in size
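IDH1-R132H (0.5 ug/mL dispensed) in pH 7.5 Tris buffer was preincubated 30 min with compound, then given a substrate mix of 0.016 mM NADPH and 2 mM alpha-KG for 80 min at room temperature; remaining NADPH was read by diaphorase/resazurin fluorescence.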
PI4K2A block: inhibitors of human PI4K2A | Q9BTU6 | purified PI4K2A, ADP-Glo luminescence, 1 h; hits give low values | activity change, negative = inhibition, % at 76.9 µM | hit rate 0.13% among 420,000 | AID 1346378; in the data active = activity change below about -50%; inconclusive = mostly about -30% to -49%;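 note: -100% = wells without enzyme as full effect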
Target sequence (Q9BTU6 whole entry, looked up): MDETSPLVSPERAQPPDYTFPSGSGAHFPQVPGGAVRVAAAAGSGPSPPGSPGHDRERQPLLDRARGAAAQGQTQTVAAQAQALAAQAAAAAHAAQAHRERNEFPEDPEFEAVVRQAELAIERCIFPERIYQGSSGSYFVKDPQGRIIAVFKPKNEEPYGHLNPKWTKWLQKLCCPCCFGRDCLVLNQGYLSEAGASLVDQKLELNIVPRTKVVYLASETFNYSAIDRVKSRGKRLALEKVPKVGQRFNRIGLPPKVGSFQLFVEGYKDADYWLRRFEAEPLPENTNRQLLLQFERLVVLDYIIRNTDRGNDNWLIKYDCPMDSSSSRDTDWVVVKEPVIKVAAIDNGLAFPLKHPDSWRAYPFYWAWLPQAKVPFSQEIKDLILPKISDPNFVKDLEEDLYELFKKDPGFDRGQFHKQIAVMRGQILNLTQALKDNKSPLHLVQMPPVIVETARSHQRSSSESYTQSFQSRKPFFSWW
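ADP-Glo luminescence measured ADP generated by PI4K2A enzyme (4 ug/mL before mixing) with 1.2 mM PI substrate (pre-mix) and 300 microM ATP (pre-mix). Tris pH7.5 buffer with MgCl2, Triton X-100; 1 h reaction at ambient temperature.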
GLS inh: inhibitors of human glutaminase (GLS); GLS enzymatic activity, qHTS titration; O94925; hit rate 0.21% among 410,000; Potency, µM (titrated, usually from 45.5 µM), for inactives: at the top dose activity change, negative = inhibition, most hits filed as inhibitors; note: potency is the fitted concentration of half-maximal effect; % is set by controls: 0 for no effect and ±100 for the full control effect
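Coupled fluorescence readout: glutamate oxidase/HRP/Amplex Red detect glutamate formed by hKGA from L-glutamine (1 mM solution added). Buffer 45 mM KH2PO4 pH 8.2, 0.02% Tween-20; reads at t0 and 30 min RT.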
TrxR1 inh: blocks rat thioredoxin reductase 1; AID 588453; hit rate 1% among 390,000; recombinant rTrxR1, NADPH fluorescence consumption, selenite substrate; Potency, µM (series often up to 114 µM), without a hit: at the highest dose activity change, negative = inhibition, usual class: inhibitors; note: potency is the fitted concentration of half-maximal effect; % is set by controls: 0 for no effect and ±100 for the full control effect; nearly all actives have a fitted effect of over 65% in size
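Rat TrxR1 (90 nM in the dispensed reagent) was pre-reduced with 400 uM NADPH for 5 min at room temperature, then incubated with compound for 15 min. After 400 uM selenite was added, NADPH fluorescence (Ex 340/Em 450 nm) was followed for 8 min.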
* hit, by the source's call; i = inactive; ? = inconclusive; . = no result given; & = joins results of further samples; [ ] = another dose, or the depositor's remark. Unless noted, calls come from the whole dose curve; as a rule, active = well fitted curve in the direction sought with a large enough effect; inconclusive = small, poorly fitted or top-dose-only effect, or another doubt; inactive = no such curve, though single readings can be large; an effect the other way counts as inactive or inconclusive. Not all compounds are listed; rates above refer to the full screens.

mIDH1 inhibitor,TrxR1 substrate,GLS inh,HP1b binding inh,Pin1 inh,Tb PGK inh,USP1 inh,TrxR1 inh,PI4K2A block,Compound
-2.7%,130.6%[activator],2.8%,5.9%,1.5%,-6.9%,1.9%,23.3%,-4.4,Oc1cc(O)cc(-c2cc3ccc(O)cc3o2)c1
-2.3%,-9.0%,3.0%,19.1%,0.0%,-0.1%,-7.1%,-4.4%,-2.0,CC(C)(C)C(=O)CNS(=O)(=O)c1ccc(S(=O)(=O)NC2CC2)cc1
5.8%,15.7%[57.1 µM],-6.5%,73.6%[activator],0.9%,i,-12.4%,14.5%[57.1 µM],2.2,CCCn1nnc(NC(=O)c2cccc(OCc3ccccc3)c2)n1
8.3%,-7.1%,-19.6%,13.5%,-5.1%,-12.7%,-2.2%,-8.4%,4.5,O=C(O)C1CCCCC1C(=O)Nc1cccc2ccccc12 (centres undefined)
8.8%,6.0%,0.4%,38.9%,-3.5%,i,-17.0%,11.7%,-1.0,COc1ccc(-c2nc3n(c(=O)c2C#N)CCS3)c(OC)c1
8.6%,-6.4%,4.3%,23.6%,-2.7%,3.3%,-5.0%,-2.6%,2.2,CCOC(=O)C1CCCN(C(=O)C2CCN(S(=O)(=O)c3ccc(Cl)c(C(F)(F)F)c3)CC2)C1 (centres undefined)
-8.5%,-0.3%,7.1%,34.2%,-7.3%,0.8%,-22.2%,5.8%,2.3,Cc1oc2c(C)c3oc(=O)c(CC(=O)N4CCCCC4)c(C)c3cc2c1C
-11.5%,.,-1.1%,.,.,5.7%,-0.5%,.,-1.7,COc1ccc(C=CC(=O)c2ccc(OCc3ccccc3)c(OC)c2)cc1OC
0.8%,-4.2%,-7.4%,30.7%,-0.4%,i,-15.4%,2.8%,-5.2,CC(C)c1ccc(NC(=O)COC(=O)c2nn(C)c(=O)c3ccccc23)cc1
0.4%&4.9%,-3.4%[57.1 µM],1.4%&24.6%,39.3%&16.4%[activator],?,-7.9%&-1.1%,-7.1%&-15.0%,-4.1%[57.1 µM],-1.9&-3.1,CCS(=O)(=O)NCC(c1ccco1)N1CCN(c2ccccc2)CC1 (centres undefined)
2.5%,-5.5%,9.9%,21.0%,-7.0%,-4.0%,3.8%,-14.3%,1.7,CCOC(=O)C1=NN(c2ccccc2)C2=NC(C)=C(C(=O)OC)C(c3ccc(C)cc3)N12 (centres undefined)
-3.5%,47.2%[activator],6.0%,-17.0%,-8.0%,-3.1%,-5.5%,51.1%[activator],-2.6,COc1ccc2c(-c3ccc(OCCN4CCOCC4)cc3)c(-c3ccccc3OC)sc2c1
6.4%,-18.8%,22.1%,?,-8.1%,-3.7%,-7.0%,-16.3%,5.5,Cc1cccc(N2CCN(C(=O)c3ccc4ccccc4c3)CC2C)c1 (centres undefined)
0.0%,-5.5%,-6.6%,23.8%,2.8%,-2.4%,-12.1%,-20.1%,4.4,Cc1ccc(C)c(N(CC(=O)NC2CCCCC2)C(=O)c2csnn2)c1
15.8%,111.0%[activator],-3.6%,52.3%[activator],?,-10.0%,-24.6%,9.3%,-10.9,Cn1c2ccccc2c(=O)c2cc(C#Cc3ccccn3)ccc21

(more compounds)
mIDH1 inhibitor,TrxR1 substrate,GLS inh,HP1b binding inh,Pin1 inh,Tb PGK inh,USP1 inh,TrxR1 inh,PI4K2A block,Compound
-0.8%,-10.1%,8.0%,11.2%,-0.9%,-8.3%,-7.4%,-7.2%,4.0,CC(C)c1onc(C(=O)N2CCCCC2C)c1[N+](=O)[O-] (centres undefined)
7.8%,11.8%[57.1 µM],1.6%,10.6%,2.4%,-4.1%,-9.1%,31.0%[57.1 µM],0.8,CS(=O)(=O)N1CCN(C(=O)c2cc(-c3ccncc3)nc3ccc(Cl)cc23)CC1
-4.0%,-3.8%,7.6%,40.4%,4.9%,8.6%,-19.2%,5.0%,-3.6,CC(C)CN(C(=O)CN1CCN(S(=O)(=O)c2ccccc2)CC1)c1c(N)n(CC(C)C)c(=O)[nH]c1=O
-14.9%,-5.0%,-6.4%,-10.4%,-1.9%,-8.4%,-9.0%,-1.8%,2.3,CCn1c(C(=O)NCc2ccccc2OC)cc2sccc21
-8.9%,-4.7%,-0.3%,18.9%&33.4%,-4.7%&1.6%,8.1%,-29.5%,9.9%&31.9%,0.2,NC(=O)c1ccccc1Br
-2.4%,6.3%,19.9%,25.6%,-5.5%,-3.1%,-0.2%,48.6%,1.8,COc1ccccc1C(=O)Nc1c(C(=O)N2CCN(c3ccc(F)cc3)CC2)oc2ccccc12
-1.8%,-1.4%,-2.9%,?,-0.3%,i,-26.7%,7.7%,-4.6,O=C(Nc1cc(S(=O)(=O)Nc2ccc(Cl)cc2)ccc1N1CCCCC1)c1ccc(F)cc1Cl
11.3%,-0.5%,-0.6%,19.6%,-13.2%,-11.0%,-21.5%,6.4%,7.8,CCCn1nnnc1NC(=O)c1cc(Br)ccc1OC
3.0%,-11.6%[57.1 µM],0.2%,-1.8%,4.7%,0.8%,8.4%,-6.5%[57.1 µM],3.3,CC(=O)C(Cc1ccccc1)NC(=O)CN1CCc2ccccc2C1 (centres undefined)
-28.7%,-0.7%[57.1 µM],-3.7%,56.5%[activator],-4.8%,-6.6%,-26.3%,3.9%[57.1 µM],0.8,CC(C)c1nc(SCC(=O)N2CCCc3ccccc32)c2c(=O)n(C)c(=O)n(C)c2n1
10.7%,.,5.0%,.,.,-5.8%,4.0%,.,7.7,CC(C)COC(=O)N(C)C[C@@H]1OCc2cn(nn2)CCCC(=O)N([C@@H](C)CO)C[C@H]1C
-20.9%,-6.8%,3.7%,11.4%,6.8%,-4.1%,-5.5%,-18.3%,-5.8,CC(/C=N/NC(=O)c1ccc(Cn2cc([N+](=O)[O-])cn2)o1)=C\c1ccccc1
8.9%,-7.8%,3.0%,-17.8%,-3.3%,-7.0%,2.0%,15.2%[57.1 µM],-0.6,Cn1cccc1/C=N/NC(=O)Cc1cccs1
-9.0%,-10.3%,19.8%,21.6%,-3.9%,-7.4%,-19.7%,-9.4%,-4.4,O=C(Nc1ccc(-c2n[nH]c(=S)o2)cc1)c1ccccc1Br
-26.8%,1.7%,4.8%,22.8%,1.2%,0.2%,-13.7%,4.5%,3.2,CCOc1ccccc1NC(=O)Nn1cnnc1

(further entries)
mIDH1 inhibitor,TrxR1 substrate,GLS inh,HP1b binding inh,Pin1 inh,Tb PGK inh,USP1 inh,TrxR1 inh,PI4K2A block,Compound
6.8%,-0.5%[11.4 µM],-4.7%,55.4%[activator],?,0.8%,-18.5%,-27.1%[11.4 µM],1.1,CNC(=O)c1ccccc1-c1ccccc1
5.8%,9.8%,0.2%,9.8%,3.4%,-6.3%,?,-8.3%,-1.9,O=C(NCc1ccco1)C1CCN(S(=O)(=O)Cc2ccccc2)CC1
-1.4%,0.8%,32.5%[activator],28.7%,-3.8%,0.0%,5.3%,5.2%,-2.2,COc1cc(OC)c(NC(=O)Nc2c(C)n(C)n(-c3ccccc3)c2=O)cc1Cl
-3.2%,3.2%,1.1%,32.3%,-1.7%,-2.6%,?,16.3%,-0.9,COc1ccc2sc(-c3ccccc3OC)c(C#CC(C)(C)O)c2c1
6.4%,-5.0%,-11.0%,31.3%,9.9%,-3.0%,?,23.9%[57.1 µM],4.0,COc1ccc([C@@H]2[C@@H]3C(=O)N(C(C)(C)C)C(=O)[C@@H]3[C@]3(Cc4ccc(Cl)cc4)C(=O)N(c4ccc(OC)cc4)C(=O)N23)cc1
-1.0%,-1.4%,-24.2%,67.7%[activator],?,-3.4%,-12.5%,8.3%,-0.8,O=C(NCc1ccncc1)c1ccc(Cl)c(S(=O)(=O)N2CCOCC2)c1
-9.2%,-4.9%,-1.9%,34.5%,1.0%,-1.6%,-23.6%,-6.4%[57.1 µM],-1.6,Cc1cc(C)n(-c2nnc(C)n2/N=C/c2ccccc2OCc2ccccc2Cl)n1
1.7%,-3.9%,-21.0%,55.1%[activator],-10.0%,-6.4%,-13.4%,-13.8%,5.1,Cc1ccc(CNC(=O)C(C)OC(=O)c2cccs2)cc1 (centres undefined)
8.2%,3.9%,0.1%,34.1%[activator],-0.2%,0.3%,-18.0%,11.3%,-0.8,CN(C)C(=O)OCC1COc2ccccc2O1 (centres undefined)
-10.7%,-0.5%[57.1 µM],1.5%,40.8%,44.5%[activator],-8.6%,-11.8%,20.0%[57.1 µM],-2.2,COc1ccc(C(=O)NNc2ncnc3c2cnn3-c2cccc(Cl)c2)cc1OC
-13.5%,-6.4%,-0.4%,22.7%,-1.4%,-9.9%,-4.0%,15.2%,5.5,CCOc1ncccc1C(=O)NNC(=O)c1cccc(S(=O)(=O)N2CCOCC2)c1
-2.7%[38.3 µM],-1.8%,8.9%,20.1%,10.9%,2.1%,-9.6%,-3.3%,-2.1,COC(=O)[C@@H]1C[C@H]2CC[C@H](O)C[C@H]2N1Cc1ccc(-c2ccccc2)cc1
-5.0%,0.8%,6.2%,16.8%,0.6%,7.6%,-4.3%,10.8%,5.0,COc1ccc(-n2c(=O)c3ccccc3n(CC(=O)NC3CCCCC3)c2=O)cc1OC
-0.1%,-4.9%[57.1 µM],1.6%,26.6%,4.9%,5.6%,-1.2%,-4.7%[57.1 µM],3.2,CC(O)CSc1nc2c(c(=O)n(C)c(=O)n2C)n1CCCc1ccccc1 (centres undefined)

Source: PubChem (National Center for Advancing Translational Sciences (NCATS))
